Source: PubChem BioAssay
RSV CPE inhibition = inhibition of RSV-induced cytopathic effect – HEp-2 cells, primary 10 µM value included (AID 2391); CPE inhibition, % at 10 µM; hits with a dose series show IC50 in µM; HEp-2 cells, RSV-induced CPE inhibition; higher % means a stronger effect; 310,000 tested, 0.13% active; in the data active = a potency from the dose series; inconclusive = CPE inhibition mostly from about 23% at the one dose, without a potency; inactive = the rest, 99 in 100 with CPE inhibition below about 21%; also: strong numbers were not always called active
T cell HTS = modulates CD8 T cell binding to vesicles | AID 2052 | calls only at 7 µM | 2C CD8+ T cell-vesicle binding, flow cytometry; hits give low values | 330,000 tested, 0.068% active;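 active = response, share of CD8 T cells binding vesicles, and their 90th percentile fluorescence all below set limits, cut at about 80% in these data, passing the limit was not always enough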
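material = purified 2C TCR transgenic mouse naive CD8+ T cells | controls = Unloaded micro-vesicles (low), QL9 vesicles with 0.7% DMSO (high) | detection = cytometric PE anti-B7-1 and Alexa647 anti-CD8 signals after 1% paraformaldehyde fixation | incubation = binding step 1.5 h, 37 °C, antibody labelling 20 min, ice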
Myeloid diff MLP = promotes myeloid progenitor differentiation | calls only at 10 µM | ER-HoxA9 myeloid progenitors, lysozyme-GFP differentiation, flow cytometry | AID 624256 | 360,000 tested, 1% active;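 active = normalized GFP-positive differentiation at or above the plate's own cutoff, the solvent-only control mean plus 3 SD; inconclusive = no clear call, values can overlap the other calls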;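 also: cells exposed to compound for four days before flow analysis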
MgcRacGAP inhibition = MgcRacGAP GTPase-activating activity inhibitors, confirmation, biochemical, ADP Hunter fluorescence; MgcRacGAP-stimulated Rac1 GTP hydrolysis, ADP Hunter fluorescence; higher % means a stronger effect; GST-tagged Rac1 F28L mutant substrate; inhibition, % at 30 µM, or IC50 in µM where a hit was titrated; 340,000 tested, 0.6% active; AID 624330;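 active = first-screen hits whose inhibition reached a set limit at any dose in the follow-up dose series; inconclusive = inhibition above the set first-screen limit but never retested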;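 also: fluorescence reports GDP produced by GAP-driven GTP hydrolysis; strong numbers were not always called active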
PhoP inhibition = inhibitors of PhoP regulon expression, primary screen, Salmonella Typhimurium, GFP reporter (AID 1863). S. Typhimurium PhoP-regulated promoter GFP reporter, 4 h; higher % means a stronger effect. inhibition, % at 50 µM; hits with a dose series show IC50 in µM. 300,000 tested, 0.16% active;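 active = inhibition over 29.93%, a cutoff 3 SD above the screen mean, later confirmed by dose response; inconclusive = inhibition over 29.93% but no dose response follow-up; inactive = inhibition at most 29.93% or unconfirmed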;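 also: 0% = low Mg2+ inducing control and 100% = high Mg2+ repressing control; strong numbers were not always called active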
West Nile virus CPE = West Nile virus antiviral activity, cell-based, CPE readout (AID 1621). West Nile virus-infected cells, CPE inhibition; higher % means a stronger effect. one-dose CPE inhibition, % at 10 µM; IC50 in µM for titrated hits. 290,000 tested, 0.02% active; in the data active = a potency from the dose series; inconclusive = CPE inhibition mostly from about 3.7% at the one dose, without a potency; inactive = the rest, 99 in 100 with CPE inhibition below about 2.2%; also: strong numbers were not always called active
WT yeast gro inh = growth inhibition of WT yeast, mitochondrial fusion screen | inhibition, % at 10 µM | mitochondrial fusion phenotypic screen, WT strain | 190,000 tested, 2.1% active; in the data active = inhibition above about 58%; tested in S. cerevisiae
bCat nuc transl = alters nuclear translocation of beta-catenin in HeLa cells; immunofluorescence imaging; nuclear translocation activity, % at 5 µM; 190,000 tested, 0.3% active; AID 1665;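 active = nuclear translocation activity above 50% at 5 µM, with a well cell count of 50 or more; inconclusive = wells under 50 cells across six images, flagged as toxic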;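 also: per-cell ratio of nuclear to cytoplasmic median beta-catenin stain intensity; plate controls were DMSO negative control for no effect and GSK-3 inhibitor IX positive control for full effect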
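System: Human HeLa cells, endogenous beta-catenin | Compound dosing: 5 µM primary, 0.02–20 µM confirmation | Timing: 24 h compound exposure at 37°C, 5% CO2 | Measured by: Fluorescence imaging of beta-catenin antibody stain plus DAPI | Read-out basis: % activation of per-cell nuclear versus cytoplasmic median beta-catenin signal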
SV40 large T antigen = TAg ATPase/helicase activity blockers – biochemical (AID 1903). 310,000 tested, 0.39% active. inhibition, % at 20 µM, or IC50 in µM where a hit was titrated. SV40 large T antigen ATPase/helicase inhibition assay; higher % means a stronger effect; in the data active = a potency from the dose series; inconclusive = inhibition mostly from about 32% at the one dose, without a potency; inactive = the rest, 99 in 100 with inhibition below about 32%; also: strong numbers were not always called active
WT yeast gro inh mutant strain = second read-out of WT yeast gro inh, no call of its own (marks repeat the call); inhibition, %; mitochondrial fusion phenotypic screen, mutant strain inhibition
bCat nuc transl cell count 5 µM = further read-out of bCat nuc transl, marked with its call; cell count; measured here: cell count, cytotoxicity flag
T cell HTS vesicle-bound % = second read-out of T cell HTS, no call of its own (marks repeat the call); double positive events, %; measured here: CD8+ vesicle-bound cell fraction;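 binding gate set so that unloaded-vesicle control wells show 10% double positive cells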
Myeloid diff MLP GFP+ MAC1+ % = further read-out of Myeloid diff MLP, marked with its call; GFP+ MAC1+ double positive, %; measured here: differentiation confirmed by MAC1 staining
Starred values were filed as active, the others as inactive; i = inactive; ? = inconclusive; / = not tested or not shown; + = active, no number. An excerpt; rates above refer to the full screens.

SMILES	RSV CPE inhibition	T cell HTS	T cell HTS vesicle-bound %	Myeloid diff MLP	Myeloid diff MLP GFP+ MAC1+ %	MgcRacGAP inhibition	PhoP inhibition	West Nile virus CPE	WT yeast gro inh	WT yeast gro inh mutant strain	bCat nuc transl	bCat nuc transl cell count 5 µM	SV40 large T antigen
Cc1ccc(OCC(=O)N2CCN(Cc3cccnc3)CC2)cc1	2.6%	i	44	i	0.7	?	10%	0.1%	0	-1	-3.6	1123	6%
Cn1cc[n+](C)c1P(=S)(c1ccccc1)c1ccccc1	2.8%	i	19	i	0.8	10%	0%	0.4%	3	-10	4.1	1079	4%
CC1(C)C(c2ccccc2)=NC(c2cccnc2)N1O (stereo not drawn)	-1.8%	i	20	+	4.1*	-9%	-3%	-0.1%	-2	-1	-2.7	1154	3%
CC1(C)CC(=O)C(C=NCCN2CCN(C(=O)Cc3ccc(Cl)cc3)CC2)=C(O)C1	0.7%	i	46	i	1.2	4%	-6%	0.1%	14	-12	-6.9	835	8%
C=CCc1ccc(OC)cc1	0.2%	i	46	i	2.9	4%	/	/	/	/	/	/	/
COC(=O)C1=C(c2c(C)noc2C)C[C@@H]2CC[C@H]1N2C(=O)N1CCOCC1	-0.2%	i	36	i	0.3	9%	/	/	/	/	/	/	/
C/C(=N\NC(=S)Nc1ccccc1)c1c(O)n(C)c(=O)n(C)c1=O	0.1%	i	47	i	0.2	0%	-4%	1.0%	-4	18	0.0	520	14%
Cc1ccc(S(=O)(=O)N2CC2(C)CCl)cc1 (stereo not drawn)	-1.6%	i	26	i	0.6	9%	1%	-0.8%	/	/	1.3	1252	?
CCC(=O)N1CC(=O)Nc2ccc(Cl)cc2C1c1ccc(F)cc1 (stereo not drawn)	1.6%	i	50	i	0.3	9%	-3%	0.0%	-14	-7	/	/	2%
C#C[C@]1(O)CC[C@H]2[C@@H]3CCC4=Cc5nc6nc7ccccc7n6cc5C[C@]4(C)[C@H]3CC[C@@]21C	-2.2%	i	58	+	28*	11%	-6%	/	/	/	/	/	8%
COC(=O)C1C(O)C(C)C(O)C(C)/C=C\C=C(/C)C(=O)Nc2c(C)c(OC(C)=O)c3c(c2O)C(=O)C(C)=C2OCOC(=C23)/C(C)=C/C(C)(O)C(O)C(C)C1O (stereo not drawn)	1.1%	i	16	i	0.5	14%	15µM*	0.1%	/	/	-4.9	1106	0%
CN1CCN(c2ccc(N)c(N3CCN(C)CC3)c2)CC1	-0.2%	i	42	i	2.5	33µM*	0%	0.3%	-8	-6	3.3	983	25%
CCCCn1c(O)c(C(CC)=Nc2cccc(C(=O)O)c2)c(=O)[nH]c1=O	0.1%	i	53	i	0.6	14%	-9%	1.1%	-14	-2	0.0	1049	2%
CN1C(=O)/C(=C/c2ccc(Cl)s2)C(=O)NC1=S	0.3%	i	48	+	9.8*	20%	-3%	-0.2%	/	/	/	/	19%
CC1CN(c2cc([N+](=O)[O-])ccc2Cl)CC(C)N1 (stereo not drawn)	0.4%	i	44	i	0.5	11%	3%	-0.4%	10	-3	1.6	1136	0%
CCNc1nc2[nH]c(=O)c3c(c2s1)OC(N)=C(C#N)C3c1cccs1 (stereo not drawn)	1.5%	i	15	i	1.0	11%	-8%	/	-7	-5	3.3	1363	24%
O=C1OC(c2ccc(Br)cc2)=N/C1=C\N1CC2CC(C1)c1cccc(=O)n1C2 (stereo not drawn)	3.2%	i	27	i	0.2	9%	3%	-0.2%	/	/	-0.1	1308	13%
CCCCSP1(=S)NCCCN1	3.2%	i	33	?	/	3%	3%	-0.2%	4	-3	-1.2	1154	10%
CCC1(CC)C(=N)N(C)C(=O)NC1=O	1.8%	i	51	i	2.2	5%	-4%	0.0%	-15	-11	-3.1	1392	9%
CCN1C[C@]2(CO)CC[C@H](OC)[C@@]34C2[C@H](OC)[C@@](O)(C13)[C@@]1(O)C[C@H](OC)[C@H]2C[C@@H]4[C@@H]1[C@H]2OC	1.1%	i	17	i	0.6	9%	-5%	0.1%	/	/	/	/	4%
O=C(COc1ccc(S(=O)(=O)N2CCCCC2)cc1)N1CCN(Cc2ccccc2)CC1	15%	i	21	i	0.1	9%	2%	-0.3%	2	4	-0.2	1067	6%
Cc1ccc(-c2nn(Cc3ccccc3)cc2C=O)cc1	5.9%	i	53	i	0.3	7%	10%	-1.4%	0	-12	0.1	916	19%
CCN(CC)c1ccc(N=Cc2c(O)n(CCC3=CCCCC3)c(=O)[nH]c2=O)cc1	0.5%	i	38	i	0.7	8%	-34%	0.8%	1	1	1.5	1112	5%
Cc1ccc(/C=C2/C(=O)NC(=O)N(CCc3ccc(F)cc3)C2=O)o1	0.7%	i	22	i	1.1	4%	2%	-0.1%	-3	-12	0.9	1253	35%
CN(C)c1cc[n+](CC(O)C[n+]2ccc(N(C)C)cc2)cc1	0.6%	i	39	i	3.2	12%	-5%	/	/	/	/	/	19%
COC(=O)C1C2c3ccccc3C(c3ccccc32)C1C(=O)OC (stereo not drawn)	-0.7%	i	38	i	0.1	13%	1%	0.0%	4	4	-0.3	1096	2%
Cc1sc2nc(COC(=O)Cc3ccccc3)[nH]c(=O)c2c1C	1.4%	i	38	i	0.2	10%	8%	1.0%	13	23	/	/	5%
CC(C)CCOP(N)(=O)Oc1ccccc1 (stereo not drawn)	0.4%	i	16	i	0.9	6%	6%	-0.3%	/	/	/	/	15%
Cc1cc(/C=C2\C(=O)NC(=O)N(c3ccc(Br)cc3)C2=O)c(C)n1C	0.5%	i	54	i	0.5	11%	-14%	-0.4%	2	6	-0.6	1102	17%
CCC(=NCCCn1ccnc1)c1c(O)n(-c2ccc(OC)cc2)c(=O)[nH]c1=O	/	i	39	i	0.2	-6%	1%	0.5%	/	/	0.2	1228	8%
O=C1NC(=O)C2(Cc3ccccc3N3CCOCC32)C(=O)N1c1ccccc1 (stereo not drawn)	-0.8%	i	46	i	0.8	7%	-14%	0.1%	-61	-65	/	/	10%
C=C1CC[C@@]2(O)[C@H]3Cc4ccc(O)c5c4[C@@]2(CCN3CC2CC2)[C@H]1O5	-0.7%	i	14	i	1.7	/	10%	0.2%	-5	-16	/	/	14%
CC(=NCc1cccnc1)c1c(O)n(-c2ccc(Cl)cc2)c(=O)[nH]c1=O	/	i	58	i	0.4	5%	0%	-0.3%	/	/	-2.3	1169	12%
Cc1ccccc1-n1c(C)cc(/C=C2/C(=O)NC(=O)N(Cc3ccco3)C2=O)c1C	1.8%	i	48	i	0.5	8%	8%	0.4%	20	11	2.6	1086	50%
O=C(c1ccc(C(F)(F)F)cc1)C1CCCN(C2CCSCC2)C1 (stereo not drawn)	-1.6%	i	30	i	0.3	9%	-1%	-1.8%	6	24	2.5	988	1%
CC(C)[C@H]1C(=O)O[C@@H]2CCN3CC=C(COC(=O)[C@](C)(O)[C@]1(C)O)[C@H]23	0.5%	i	28	i	0.4	5%	-5%	0.4%	/	/	/	/	4%
Nc1cnn(-c2ccccc2)c(=O)c1Cl	1.9%	i	58	i	0.3	10%	-2%	-0.3%	/	/	/	/	9%
C[C@]12CC[C@@H]3c4ccc(O)c(O)c4CC[C@H]3[C@@H]1CC[C@@H]2O	8.7%	/	/	i	3.1	-59%	-1%	1.3%	9	18	4.7	940	32%

In another format: results already given.
Structure | RSV CPE inhibition | T cell HTS | T cell HTS vesicle-bound % | Myeloid diff MLP | Myeloid diff MLP GFP+ MAC1+ % | MgcRacGAP inhibition | PhoP inhibition | West Nile virus CPE | WT yeast gro inh | WT yeast gro inh mutant strain | bCat nuc transl | bCat nuc transl cell count 5 µM | SV40 large T antigen
Cc1ccc(OCC(=O)N2CCN(Cc3cccnc3)CC2)cc1 | 2.6% | i | 44 | i | 0.7 | ? | 10% | 0.1% | 0 | -1 | -3.6 | 1123 | 6%
Cn1cc[n+](C)c1P(=S)(c1ccccc1)c1ccccc1 | 2.8% | i | 19 | i | 0.8 | 10% | 0% | 0.4% | 3 | -10 | 4.1 | 1079 | 4%
CC1(C)C(c2ccccc2)=NC(c2cccnc2)N1O (stereo not drawn) | -1.8% | i | 20 | + | 4.1* | -9% | -3% | -0.1% | -2 | -1 | -2.7 | 1154 | 3%
CC1(C)CC(=O)C(C=NCCN2CCN(C(=O)Cc3ccc(Cl)cc3)CC2)=C(O)C1 | 0.7% | i | 46 | i | 1.2 | 4% | -6% | 0.1% | 14 | -12 | -6.9 | 835 | 8%
C=CCc1ccc(OC)cc1 | 0.2% | i | 46 | i | 2.9 | 4% | / | / | / | / | / | / | /
COC(=O)C1=C(c2c(C)noc2C)C[C@@H]2CC[C@H]1N2C(=O)N1CCOCC1 | -0.2% | i | 36 | i | 0.3 | 9% | / | / | / | / | / | / | /
C/C(=N\NC(=S)Nc1ccccc1)c1c(O)n(C)c(=O)n(C)c1=O | 0.1% | i | 47 | i | 0.2 | 0% | -4% | 1.0% | -4 | 18 | 0.0 | 520 | 14%
Cc1ccc(S(=O)(=O)N2CC2(C)CCl)cc1 (stereo not drawn) | -1.6% | i | 26 | i | 0.6 | 9% | 1% | -0.8% | / | / | 1.3 | 1252 | ?
CCC(=O)N1CC(=O)Nc2ccc(Cl)cc2C1c1ccc(F)cc1 (stereo not drawn) | 1.6% | i | 50 | i | 0.3 | 9% | -3% | 0.0% | -14 | -7 | / | / | 2%
C#C[C@]1(O)CC[C@H]2[C@@H]3CCC4=Cc5nc6nc7ccccc7n6cc5C[C@]4(C)[C@H]3CC[C@@]21C | -2.2% | i | 58 | + | 28* | 11% | -6% | / | / | / | / | / | 8%
